Assay outcomes from PubChem BioAssay.
D2 PAM: positive allosteric modulators of human D2 dopamine receptor | P14416 | HEK293 T-REx D2, calcium flux, EC20 dopamine potentiation | potentiation, % at 10 µM | actives 0.34% (n = 340,000) | AID 485347;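 active means potentiation over 3 SD above the plate norm, cut at about 30% in these data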; further: 0% is about no effect
Target sequence (P14416 whole entry, looked up): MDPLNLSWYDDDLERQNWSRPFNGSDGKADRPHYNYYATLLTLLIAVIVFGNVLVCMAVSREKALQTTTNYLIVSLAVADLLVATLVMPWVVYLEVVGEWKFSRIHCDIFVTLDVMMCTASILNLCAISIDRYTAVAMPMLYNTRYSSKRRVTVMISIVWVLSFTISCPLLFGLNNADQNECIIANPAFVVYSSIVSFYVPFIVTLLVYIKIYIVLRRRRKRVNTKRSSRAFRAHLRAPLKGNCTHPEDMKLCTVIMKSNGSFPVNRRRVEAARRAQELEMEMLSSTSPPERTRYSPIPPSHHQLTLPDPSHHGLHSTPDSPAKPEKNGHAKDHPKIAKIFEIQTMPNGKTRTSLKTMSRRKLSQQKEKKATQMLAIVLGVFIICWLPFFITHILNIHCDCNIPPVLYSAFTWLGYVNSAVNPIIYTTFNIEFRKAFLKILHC
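Tetracycline-induced HEK293 T-REx cells force-coupled to calcium signalling expressed D2; compounds were pin-added after a 10 s baseline, read kinetically 180 s, then an EC20 dopamine challenge followed with a further 180 s calcium read.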
D1 ag: agonists of human D1 dopamine receptor. activation, % at 2 µM. P21728. actives 1% (n = 360,000). AID 504660. HEK293 T-REx D1 cells, calcium flux, agonist mode; further: 0% is about no effect
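Inducible HEK293 T-REx D1 cells, force-coupled to calcium signalling, were plated at 4000 cells/well with tetracycline and held overnight at 30 C. After no-wash calcium dye loading, compound-evoked calcium rise over 180 s flagged agonists.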
D2 antagonist: antagonizes the human D2 dopamine receptor. P14416. HEK293 TREx D2 cells, calcium flux, dopamine EC80. inhibition, % at 10 µM. actives 2% (n = 340,000). AID 485344; in the data active means inhibition above about 30%; further: 0% is about no effect
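Tetracycline-induced HEK293 T-REx cells expressing D2 force-coupled to calcium signalling were dye-loaded, exposed to compound for 180 s, then challenged with an EC80 of dopamine; calcium flux was followed kinetically for a further 180 s.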
D1 potentiator: potentiators of human D1 dopamine receptor | P21728 | HEK293 TREx D1 cells, calcium flux, dopamine EC20 potentiation | potentiation, % at 10 µM | actives 0.036% (n = 360,000) | AID 504651; in the data active means potentiation above about 30%; further: 0% is about no effect
D1 antag: human D1 dopamine receptor antagonism; activity change, negative = inhibition, % at 10 µM; HEK293 TREx D1 cells, calcium flux, dopamine EC80; active compounds read low; actives 3.2% (n = 360,000); in the data active means activity change below about -30%; further: on the % scale 0 is the no-effect control and ±100 the full control effect
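Kinetic fluorescence of a calcium dye serves as the read-out. D1-expressing Hek293 Trex cells, induced overnight at 30 C, are exposed to compound for 180 s before an EC80 dopamine addition, then read 180 s further.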
RXFP1 antagonist: blocks the human relaxin receptor RXFP1. Q9HBX9. activity change, negative = inhibition, % at 57.5 µM. AID 1259400. HEK293-RXFP1, relaxin-stimulated cAMP HTRF, 30 min; active compounds read low. actives 0.59% (n = 350,000);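 active means activity change of -60% or lower, but not beyond a set lower limit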; further: on the % scale 0 is the no-effect control and ±100 the full control effect
TRHR agonist: activates the human TRH receptor. activation, % at 2 µM. actives 0.18% (n = 360,000). P34981. TRHR cells, calcium flux fluo-8, FDSS agonist mode; further: 0% is about no effect
Target sequence (P34981 whole entry, looked up): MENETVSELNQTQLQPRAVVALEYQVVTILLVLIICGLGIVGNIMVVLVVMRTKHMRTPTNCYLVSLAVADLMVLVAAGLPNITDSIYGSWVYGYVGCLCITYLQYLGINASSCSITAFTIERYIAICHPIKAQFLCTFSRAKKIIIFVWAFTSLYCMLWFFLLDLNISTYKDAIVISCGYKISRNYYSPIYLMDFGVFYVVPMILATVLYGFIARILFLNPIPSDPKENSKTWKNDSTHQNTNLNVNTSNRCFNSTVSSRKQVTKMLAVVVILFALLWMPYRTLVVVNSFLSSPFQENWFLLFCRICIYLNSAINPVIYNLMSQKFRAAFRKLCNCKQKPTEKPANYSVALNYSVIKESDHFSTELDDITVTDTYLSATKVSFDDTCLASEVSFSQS
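Fluo-8-loaded TRHR cells; 10 s baseline, compound added, kinetic Ca2+ fluorescence read 1/s, agonist mode.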
TRHR PAM: allosteric enhancers of human TRH receptor | TRHR cells, fluo-8 calcium fluorescence, EC20 TRH enhancement | actives 0.66% (n = 360,000) | enhancement, % at 2 µM | AID 493056; in the data active means enhancement above about 30%; further: 0% is about no effect
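Enhancer read-out: after compound pinning and an initial kinetic agonist-mode read, an EC20 of TRH (10 nM final) was injected and fluo-8 calcium signal (Ex 480/Em 530) followed at 1 s/cycle for 100 cycles in TRHR-expressing cells.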
D2 ag: activates the human D2 dopamine receptor | P14416 | HEK293 T-REx D2 cells, calcium flux agonist mode | activation, % at 2 µM | actives 0.53% (n = 340,000) | AID 485358;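 active means activation over 3 SD above normal in the single-dose calcium agonist read, cut at about 30% in these data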; further: 0% is about no effect
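Tetracycline-induced HEK293 T-REx cells with force-coupled D2 receptor, plated overnight at 30 C, loaded with no-wash calcium dye. After a 10 s baseline, compound was pin-added and calcium flux read kinetically for 180 s; calcium rises flagged agonists.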
* hit, by the source's call; x = no result given; & = joins results of further samples; ! = not active in a repeat. Unless noted, no stated cut-off is given here; in the data, active means activation above about 30%; inactive means the rest.

Results follow in this order: D2 PAM, D1 ag, D2 antagonist, D1 potentiator, D1 antag, RXFP1 antagonist, TRHR agonist, TRHR PAM, D2 ag
> CCn1cc(C(=O)NC(C)C2CC3CCC2C3)cn1 (configuration not stated)
→ -8.1, 3.0, 5.4, 0.9, -11.9, 7.6, 1.3, 31.1*, 0.4
> COC(c1ccccc1)c1nnc(CCC(=O)N2CCN(CCOc3ccccc3)CC2)o1 (configuration not stated)
→ -15.1, 0.4, -8.4, -4.0, -7.4, -13.0, -0.2, 4.1, 47.0*
> COc1ccc(C2C(C(C)=O)=C(O)C(=O)N2c2ccc(F)cc2)cc1 (configuration not stated)
→ 1.9, 2.9, 7.9, -2.5, -2.5, 1.1, 0.3, 6.1, 0.2
> Cc1ccc(NC(=O)C(c2ccc(Cl)cc2)N2CCOCC2)cc1 (configuration not stated)
→ 16.8, 3.4, 1.0, -3.4, -0.4, -7.7, 0.3, -1.0, 0.1
> O=C(CSc1nnc(-c2cccs2)n1-c1ccccc1)Nc1ccccc1
→ 9.1, 5.2, 18.7, 1.2, -1.5, -5.7, -0.3, -6.4, 0.5
> Cc1cc(=O)oc2cc(OCC(=O)N3CCc4ccccc4C3)ccc12
→ -8.1, -0.3, 10.8, -0.1, 5.4, -12.2, -0.2, -2.9, -0.7
> CN1CCC2(CC1)N=C(c1ccc(F)cc1)C(=S)N2C(=O)c1ccc(C(C)(C)C)cc1
→ 5.4, 11.7, 5.7, 2.7, 10.5, -9.4, 0.4, 5.1, 0.6
> CCCN1CCN(CCCNC(=O)c2cc3c(s2)-c2c(C)cccc2OC3)CC1
→ -12.9&2.2, 5.2&26.5, -30.1, -10.4&-5.3, -38.1*!, 1.7&-17.3, 0.5&-0.8, -1.8&22.7, -0.2&-0.5
> COc1ccc(N(CC(=O)Nc2cc(OC)ccc2OC)S(=O)(=O)c2c(C)nn(C)c2C)cc1
→ x, 3.8, x, 3.9, -2.9, -5.1, -0.2, 2.0, x
> CCC(=O)Nc1ccc2nc(C)n(CC(=O)Nc3ccccc3)c(=O)c2c1
→ -0.3, 5.3, -16.5, 3.9, 23.1, -6.8, 0.4, -1.0, -0.2
> CCn1cc(C(=O)NCCc2ccc(Cl)cc2)c(=O)c2ccc(C)nc21
→ 5.1, -1.0, -4.2, 0.8, 1.0, 2.9, 0.0, -1.3, -0.4
> CCOc1ccc(-n2c(=O)c3c(C)c(C)sc3n(CC(=O)NCc3ccco3)c2=O)cc1
→ -1.1, 3.2, 10.0, 1.3, 23.3, 17.4, 0.6, -2.9, 0.1
> CCC(C)NC(=O)C1CCC(CNS(=O)(=O)c2ccc3c(c2)N(C(C)=O)CCO3)CC1 (configuration not stated)
→ 12.5, 0.8, -9.7, -6.4, 4.7, 17.4, -0.1, 1.3, 1.1
> CCN(CC)C(=S)SCC(=O)c1c(C)[nH]c2ccccc12
→ x, 8.6, x, 4.5, -5.1, -8.0, 0.8, 14.1, x
> Cc1nc2ccccc2n1CC(O)COc1ccc(Br)cc1 (configuration not stated)
→ 8.3, 11.1, -13.9, -4.2, -20.2, -6.4, 0.7, -9.5, 0.7
> CC(C)C(NC(=O)c1cccnc1)C(=O)O (configuration not stated)
→ -7.1, 1.4, 15.9, -4.2, -14.7, -17.3, 2.4, -2.5, -0.1
> CCOC(=O)c1cc(-c2ccco2)nc2c1c(C)nn2CCC#N
→ 10.1, 1.3, -10.0, -1.2, 7.2, 0.1, -0.8, 5.1, -0.4
> COc1ccc(Nc2ncc(C(=O)Nc3cc(Cl)c(OC)cc3OC)c3ccccc23)cc1
→ 29.6, 1.7, x, 1.6, -3.6, x, 0.6, -8.1, 0.6
> O=C(Cn1cnc2c(oc3ccccc32)c1=O)c1ccccc1
→ -5.8, 2.9, -12.5, -6.5, -5.0, 4.9, 0.0, -2.5, -0.3
> COc1ccc(/C=C/c2cc(C(=O)O)c3ccccc3n2)cc1
→ x, 0.5, x, -4.0, -32.7*, -10.3, 0.3, 1.8, x
> COc1ccccc1Cc1nc(-c2ccc(C)cc2)no1
→ x, 2.5, x, -0.5, 3.8, -16.4, 2.0, -3.1, x
> O=C(NCCc1ccccc1)c1ccc(CSc2nc3cccnc3n2Cc2ccccc2F)cc1
→ 3.6, 5.2, x, -2.1, -6.7, 6.0, 1.3, -0.5, -0.3
> ClCCCc1cn(C[C@H]2CC[C@@H]([C@@H]3CC[C@H](Cn4cc(CCCCl)nn4)O3)O2)nn1
→ -2.4, -0.4, -29.6, 0.8, -1.3, x, 0.8, -0.8, 0.8
> COc1ccc(C2C(C(=O)N3CCN(c4ccccn4)CC3)CCC(=O)N2c2cc(OC)c(OC)c(OC)c2)cc1 (configuration not stated)
→ -5.0, 2.3, 5.5, -3.9, -10.1, -11.7, 0.6, -8.5, 0.3
> O=C(c1ccc(Cl)cc1)N1CCN(CCOc2ccccc2)CC1
→ -22.3, 2.5, 76.4*, -3.6, -8.8, -8.1, -0.4, -4.4, 74.3*
> CCCn1c(SCC(=O)c2[nH]c(C)c(C(C)=O)c2C)n[nH]c1=O
→ 10.1, 1.7, 0.5, -4.3, -7.7, 1.6, 0.0, 0.7, 1.3
> COc1ccc(-c2noc(-c3ccc(N4CCCC4)c([N+](=O)[O-])c3)n2)cc1
→ 5.6, 10.6, x, -4.2, 13.9, x, -0.8, -2.5, -1.2
> COc1cccc(CNC(=O)C2CSC3(C)CCC(=O)N23)c1 (configuration not stated)
→ 7.5, 5.4, 3.0, -0.5, -5.5, 1.3, 2.8, -2.8, 3.8
> CC(C)(C)c1cc(=O)[nH]c(SCc2ccccc2)n1
→ -25.8, 1.5, 4.8, -4.4, 3.7, -32.6, -0.8, 4.7, -1.0
> O=C(O)CC/C(=N\Nc1ccc(S(=O)(=O)N2CCOCC2)cc1[N+](=O)[O-])c1cccs1
→ -1.7, 2.4, 30.0*, -4.0, -8.4, -25.6, -1.7, -5.5, -1.4

Grouped by structure, those above containing an NH in an aromatic ring.
Results follow in this order: D2 PAM, D1 ag, D2 antagonist, D1 potentiator, D1 antag, RXFP1 antagonist, TRHR agonist, TRHR PAM, D2 ag
> CCN(CC)C(=S)SCC(=O)c1c(C)[nH]c2ccccc12
→ x, 8.6, x, 4.5, -5.1, -8.0, 0.8, 14.1, x
> CCCn1c(SCC(=O)c2[nH]c(C)c(C(C)=O)c2C)n[nH]c1=O
→ 10.1, 1.7, 0.5, -4.3, -7.7, 1.6, 0.0, 0.7, 1.3
> CC(C)(C)c1cc(=O)[nH]c(SCc2ccccc2)n1
→ -25.8, 1.5, 4.8, -4.4, 3.7, -32.6, -0.8, 4.7, -1.0

(cont.)
Results follow in this order: D2 PAM, D1 ag, D2 antagonist, D1 potentiator, D1 antag, RXFP1 antagonist, TRHR agonist, TRHR PAM, D2 ag
> NC(=O)/C=C\c1cn(-c2ccccc2)nc1-c1ccc2c(c1)OCCO2
→ 10.8, 2.6, -7.5, 1.9, 13.7, -28.9, -1.2, 7.0, -0.7
> COc1cccc(/C=N/NC(=O)c2ccoc2C)c1
→ -0.7, 2.0, -12.1, 0.1, -19.0, -14.4, 0.3, -4.1, -0.5
> CCOC(=O)Cc1csc(NS(=O)(=O)c2ccc(OC)cc2)n1
→ 7.8, 1.4, -12.1, -5.7, -15.1, -26.8, -0.2, 0.2, 0.8
> Cc1c(Cl)cccc1-c1ccc(CNCc2ccccn2)o1
→ -16.9, 5.9, 3.6, -3.1, 2.2, -6.5, -0.7, -3.5, 1.0
> COC(=O)C1=C(C)NC(C)=C(C(=O)OC)C1c1ccc(C)o1
→ 8.5, 1.1, -1.3, -7.8, -12.8, 8.5, -0.4, 0.0, -1.6
> COc1ccc(C(C(=O)NC2CCCC2)N(CCO)C(=O)Cn2nnc(-c3ccc(C)o3)n2)cc1 (configuration not stated)
→ -2.9, 0.6, -21.4, 2.8, -4.5, 1.5, -0.3, -4.9, -0.5
> O=[N+]([O-])c1ccc(N2CCN(c3ccccc3F)CC2)c(S(=O)(=O)N2CCOCC2)c1
→ -2.5, 1.7, x, 0.9, -0.7, x, 0.1, -2.8, x
> O=C(O)Cn1c(=O)c(F)cn(C2CCCO2)c1=O (configuration not stated)
→ -11.1, -1.2, -6.9, -2.4, 0.0, -12.0, 0.8, 3.2, 18.7
> O=C(OCC(=O)N1CCOCC1)c1ccc(F)cc1Cl
→ x, 1.5, -7.5, -4.0, -19.0, -2.9, -1.4, 7.4, -2.8
> CCN1CCc2c(sc(NC(=O)c3ccc(S(=O)(=O)N(C)C4CCCCC4)cc3)c2C(N)=O)C1
→ -11.9, 26.4, x, -0.1, -4.1, x, 14.6, 4.2, 0.2
> CCn1ncc(CN2CCC(Oc3ccc(C(=O)N4CCCC4)cc3)CC2)c1C
→ 12.8, 5.1, 17.4, 1.2, -2.4, -11.2, -1.0, 6.2, 1.2
> CCOC(=O)c1c(NC(=O)C2C3C=CC(C3)C2C(=O)O)sc2c1CCC(C)C2 (configuration not stated)
→ 8.6, 1.2, -13.9, 0.7, -3.3, 12.8, -0.3, -4.0, 0.0
> CC(C)COc1ccc(C(=O)N2CCCCC2CCN2CCOCC2)cc1 (configuration not stated)
→ 10.7, 3.5, x, 2.1, -18.2, -4.7, -0.4, -0.9, -0.3
> Cc1ccc(S(=O)(=O)Nc2ccc(C(OC(=O)c3ccccc3[N+](=O)[O-])(C(F)(F)F)C(F)(F)F)cc2)cc1
→ 3.7, 12.7, 4.4, -3.9, -5.7, x, -0.2, -2.2, -0.5
> O=C(Nc1ccccc1)N1CCc2c([nH]c3ccccc23)C1C(F)(F)F (configuration not stated)
→ 2.0, 2.5, -33.3, 0.3, -6.8, 1.4, 0.5, 5.9, 0.4
> O=C(NC1CCCC1)C(c1ccsc1)N(Cc1ccccc1)C(=O)Cc1cccs1 (configuration not stated)
→ 2.5, 3.5, -12.2, 1.1, -15.8, -1.9, -0.2, -3.4, 0.6
> COc1ccccc1C(CNc1ncccc1[N+](=O)[O-])N(C)C (configuration not stated)
→ 6.2, -0.4, -29.6, 4.0, -18.0, -4.1, -0.2, -0.7, 0.1
> COc1ccccc1CNC(=O)c1ccc(S(=O)(=O)N(C)c2ccccc2)cc1
→ 5.8, 5.9, 0.5, -5.2, -12.4, 6.9, 0.3, 3.7, 0.0
> O=C(COc1cccc2cccnc12)Nc1ccccc1N1CCOCC1
→ x, 1.6, 30.2*, -0.2, 7.4, -15.7, 0.1, 4.6, 0.5

Sorted by the number under D1 ag (highest first): some entries from above.
molecule	D1 ag
CC(C)COc1ccc(C(=O)N2CCCCC2CCN2CCOCC2)cc1 (configuration not stated)	3.5
O=C(Nc1ccccc1)N1CCc2c([nH]c3ccccc23)C1C(F)(F)F (configuration not stated)	2.5
O=[N+]([O-])c1ccc(N2CCN(c3ccccc3F)CC2)c(S(=O)(=O)N2CCOCC2)c1	1.7
O=C(O)Cn1c(=O)c(F)cn(C2CCCO2)c1=O (configuration not stated)	-1.2
